Source: PubChem BioAssay
NALP1 inh = blocks the NALP1 inflammasome reconstituted in yeast; S. cerevisiae NALP1/ASC/caspase-1 growth, X-gal OD620, 72 h; inhibition, % at 10 µM; actives 0.61% (n = 280,000); AID 2071; in the data active means inhibition mostly above about 24%, no sharp cut-off; inactive means mostly below about 32%; further: some compounds called inactive have numbers as strong as hits
GPR7 antag = blocks human GPR7 receptor signaling; P48145; GPR7-expressing cells, fluorescence antagonist assay; inhibition, % at 4.4 µM; actives 1.1% (n = 290,000); in the data active means inhibition above about 16%, passing the limit was not always enough;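 further: cells stimulated with the agonist NPW; 0% = agonist with vehicle and 100% = vehicle without agonist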
MEKK2 WT-MEK5 = raises or lowers MEK5 binding to wildtype human MEKK2 PB1 domain | Q9Y2U5 | bead flow cytometry, Alexa488-MEK5 binding to MEKK2 WT; actives lie on both sides | binding response (% of control), % at 10 µM | AID 1531 | actives 1.1% (n = 290,000); in the data active means binding response below about 67% or above about 130%
M18AAP inhibitor = blocks P. falciparum M18 aspartyl aminopeptidase. recombinant PfM18AAP, H-Glu-NHMec fluorogenic cleavage. inhibition, % at 7.35 µM. actives 1.2% (n = 290,000);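 active means inhibition above the campaign mean inhibition over all tested compounds plus 3 SD, cut at about 28% in these data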;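 further: 0% = plate median of test compound wells and 100% = 2 mM ZnCl2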
MEKK2 mut-MEK5 = signal of MEK5 binding to mutant human MEKK2 PB1 domain; bead flow cytometry, Alexa488-MEK5 binding to MEKK2 mutant; percent response, % at 10 µM; actives 0.35% (n = 290,000); in the data active means percent response above about 24%, passing the limit was not always enough; further: inactives centre near 1; some results filed as inactive read as strong as hits
GalR3 antag = blocks the human galanin receptor 3; O60755; HEK293 GalR3-CNG cAMP membrane potential fluorescence; galR3 body fused to GalR1 C-terminus; inhibition, % at 3 µM; actives 0.44% (n = 360,000);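 active means inhibition above the screen-wide average plus 3 SD, cut at about 13% in these data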;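 further: forskolin and galanin both at EC90 stimulate the cells; cAMP rise reported by CNG channel membrane potential dye signal; 0% = forskolin plus galanin with DMSO and 100% = forskolin alone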
V1R ag counter = activates human V1a receptor in oxytocin agonist counter-screen; P37288; CHO-V1R cells, Fluo-8 calcium fluorescence, agonist mode; 0% DMSO, 100% 3 nM vasopressin; activation, % at 3 µM; actives 0.25% (n = 320,000); AID 2797;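 active means activation above the mean activation of all tested compounds plus 3 SD, per screening run, cut at about 20% in these data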;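 further: signal is peak over basal fluorescence ratio across a 100 second FLIPR read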
Target sequence (P37288 whole entry, looked up): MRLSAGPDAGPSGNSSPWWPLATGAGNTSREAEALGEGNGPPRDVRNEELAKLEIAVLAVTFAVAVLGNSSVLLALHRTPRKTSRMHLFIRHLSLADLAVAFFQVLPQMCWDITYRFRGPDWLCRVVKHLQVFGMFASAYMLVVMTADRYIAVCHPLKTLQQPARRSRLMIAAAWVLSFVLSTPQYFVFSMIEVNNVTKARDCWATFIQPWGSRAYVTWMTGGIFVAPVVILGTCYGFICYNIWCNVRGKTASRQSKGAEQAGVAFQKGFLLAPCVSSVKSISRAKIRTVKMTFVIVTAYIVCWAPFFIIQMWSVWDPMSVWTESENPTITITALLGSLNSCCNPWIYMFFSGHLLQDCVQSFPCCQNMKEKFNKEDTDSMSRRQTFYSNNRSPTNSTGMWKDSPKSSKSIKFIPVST
OXTR potentiator = potentiates the human oxytocin receptor response. actives 0.061% (n = 320,000). CHO-OTR cells, Fluo-8 calcium fluorescence, potentiator mode; 0% = oxytocin EC15, 100% = EC100. activation, % at 3 µM. P30559;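 active means activation above that plate's cutoff, the mean activation of tested compounds plus 3 SD, cut at about 6.6% in these data, passing the limit was not always enough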;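 further: 100% uses oxytocin at 75 nM as the full agonist control; some results filed as inactive read as strong as hits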
Target sequence (P30559 whole entry, looked up): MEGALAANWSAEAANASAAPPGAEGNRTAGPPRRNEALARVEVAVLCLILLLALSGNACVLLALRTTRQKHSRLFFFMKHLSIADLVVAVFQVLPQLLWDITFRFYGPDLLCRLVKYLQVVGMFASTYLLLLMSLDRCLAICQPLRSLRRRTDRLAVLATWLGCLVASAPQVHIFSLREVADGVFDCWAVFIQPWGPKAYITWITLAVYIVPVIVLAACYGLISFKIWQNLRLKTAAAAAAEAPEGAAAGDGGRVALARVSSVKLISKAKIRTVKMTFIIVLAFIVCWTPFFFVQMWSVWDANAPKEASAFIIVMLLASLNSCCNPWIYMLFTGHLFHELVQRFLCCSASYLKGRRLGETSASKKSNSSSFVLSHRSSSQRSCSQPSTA
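System: human OTR in CHO cells / Also added: sub-maximal oxytocin, roughly EC15 / Control set: EC15 oxytocin low, 75 nM oxytocin high / Schedule: 6 min compound pre-incubation at room temperature, 100 s kinetic read / Compound: single-point 3.0 µM / Replication: singlicate / Technique: Fluo-8 calcium dye fluorescence / Read-out basis: % activation of max/min ratio relative to oxytocin controls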
OXTR agonist = human OXTR agonism; CHO-OTR cells, Fluo-8 calcium fluorescence; normalized: DMSO 0%, oxytocin 100%; P30559; AID 2435; actives 0.32% (n = 320,000); activation, % at 3 µM;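 active means activation above the mean of all tested compounds plus 3 SD, cutoff set per screening run, cut at about 20% in these data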;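 further: peak over basal fluorescence ratio from a 100 s FLIPR kinetic read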
* hit, by the source's call; · = not tested or not shown; [ ] = another dose, or the depositor's remark.

SMILES	NALP1 inh	GPR7 antag	MEKK2 WT-MEK5	M18AAP inhibitor	MEKK2 mut-MEK5	GalR3 antag	V1R ag counter	OXTR potentiator	OXTR agonist
COc1ccc(CCNC(=O)COc2ccc(S(=O)(=O)N3CCOCC3)cc2C)cc1	8	4	97	-3	-6	-6	9.3	-6	4.7
N#CC1=C(N)Oc2c(sc3ccccc23)C1c1ccco1 (configuration not stated)	0	-4	98	10	7	-2	1.4	-16	1.9
O=C1CSC(=S)N1	2	-14	106	9	8	·	1.2	6	0.8
COc1cccc(C(=O)NC(C)C(c2cccs2)N2CCN(C)CC2)c1 (configuration not stated)	31	-11	108	-15	5	-3	0.3	-4	0.9
CCCCSc1nnc(-c2ccc(NC(=O)CCc3ccccc3)cc2)n1C	7	-7	100	-2	2	-4	-0.2	2	1.6
O=C(Nn1c(O)c(C=C2N=c3ccccc3=N2)sc1=S)c1ccccc1Cl	10	-3	58*[inhibitor]	54*	-26	-8	3.5	-7	7.1
COc1ccc(CN2CCN(C3CCC3)CC2CCO)cc1C (configuration not stated)	2	-4	106	-6	3	-1	0.7	-8	-0.7
O=C(Nc1ccc(CN2CCOCC2)cc1)c1ccc(-c2cc(Cl)ccc2Cl)o1	11	4	119	-6	5	-5	6.7	-18	7.7
COc1ccc(-c2nnn(CC(=O)NCc3cccs3)n2)cc1OC	29	3	100	-1	-2	-5	5.5	-20	4.8
COCCNC(=O)C(OC(=O)CC1Sc2ccccc2NC1=O)c1ccccc1 (configuration not stated)	-99	-6	106	6	-1	0	0.4	-2	-2.1
Cc1ccc(Nc2nc(=O)c3cccnc3s2)c(Br)c1	·	-17	102	2	5	0	-0.7	-6	-3.0
Cc1oc(-c2ccccc2Cl)nc1CS(=O)CC(=O)NCc1ccccc1Cl (configuration not stated)	11	-6	101	5	1	7	2.7	-8	-0.3
CCCn1nnc(NC(=O)c2ccc(Br)cc2)n1	6	-9	93	1	-3	-3	0.6	-4	-0.4
CSc1oc(-c2ccccc2)nc1S(=O)(=O)c1ccc(F)cc1	-6	-12	96	-1	-3	-3	-0.5	-7	-2.0
Cc1ccc(C(=O)NCc2ccccc2F)cc1S(=O)(=O)N1CCCC1	-5	-8	102	-2	-5	-7	5.2	4	2.3
Cc1ccc(OCCCn2ccnc2)c(Br)c1	5	-8	103	0	7	-2	0.3	-2	1.1
O=C(CC1SCCNC1=O)Nc1cccc(Cl)c1 (configuration not stated)	5	3	101	-5	1	-2	-0.9	-8	-0.2
NC(CSCc1cccc(Br)c1)C(=O)O (configuration not stated)	4	-3	92	-2	-13	-2	1.6	-14	0.2
CCOc1ncccc1C(=O)Nc1cccc(-n2cnnn2)c1C	·	·	·	·	·	1	-0.1	-5	0.6
Cc1ccc2nc(SCC(=O)Nc3c(F)cccc3F)[nH]c2c1	-21	-12	103	1	2	3	-1.3	-16	-2.2

Four compounds drawn at random from the list so far, as already listed:
SMILES	NALP1 inh	GPR7 antag	MEKK2 WT-MEK5	M18AAP inhibitor	MEKK2 mut-MEK5	GalR3 antag	V1R ag counter	OXTR potentiator	OXTR agonist
CSc1oc(-c2ccccc2)nc1S(=O)(=O)c1ccc(F)cc1	-6	-12	96	-1	-3	-3	-0.5	-7	-2.0
O=C(CC1SCCNC1=O)Nc1cccc(Cl)c1 (configuration not stated)	5	3	101	-5	1	-2	-0.9	-8	-0.2
Cc1ccc(OCCCn2ccnc2)c(Br)c1	5	-8	103	0	7	-2	0.3	-2	1.1
NC(CSCc1cccc(Br)c1)C(=O)O (configuration not stated)	4	-3	92	-2	-13	-2	1.6	-14	0.2

Continued.
SMILES	NALP1 inh	GPR7 antag	MEKK2 WT-MEK5	M18AAP inhibitor	MEKK2 mut-MEK5	GalR3 antag	V1R ag counter	OXTR potentiator	OXTR agonist
CCCCNC(=O)c1ccc(N2CCC3(CC2)OCCO3)c([N+](=O)[O-])c1	17	-9	100	-11	-1	-10	0.7	-6	0.2
O=C(Nc1ccccc1N1CCOCC1)c1ccc2c(c1)OCO2	0	-3	98	-1	-9	1	-1.2	-18	-2.0
CC1CN(Cc2ccccn2)CCC1=O (configuration not stated)	13	-9	105	-1	0	-9	0.2	-3	1.3
Cc1ccc2nc(C)c(C(=O)N/N=C/c3ccc(N4CCOCC4)cc3)cc2c1	38	3	104	-7	10	-9	0.5	0	1.4
CC(C)N(Cc1nccn1C)C(=O)c1ccc2oc(CCCc3ccccc3)nc2c1	0	-19	109	4	6	0	4.7	-8	2.5
CCCCc1cc(=O)oc2cc(C)cc(OCC(=O)NCc3ccncc3)c12	10	-9	104	1	1	-4	1.2	-12	0.3
O=C(N/N=C/c1ccco1)c1cc(-c2ccccc2)nc2ccccc12	14	-12	99	11	5	-8	0.1	1	-1.7
O=C1CCc2cc(S(=O)(=O)N3CCN(C(=O)c4ccco4)CC3)ccc2N1	11	-4	87	4	-8	-6	-0.5	-6	-0.8
COc1ccccc1C(=O)NC(=O)COC(=O)c1ccc([N+](=O)[O-])cc1	·	·	·	·	·	-3	1.2	-5	-0.6
O=C(COc1cc(O)c2c(=O)cc(-c3ccccc3)oc2c1)c1ccc(F)cc1	5	-12	90	2	-10	1	-1.2	-4	-0.7
Cc1c(C(=O)Nc2ccc(Cl)cc2)c2ccccn2c1C(=O)c1ccccc1	9	-3	116	-6	5	-6	-0.4	-9	-1.7
COc1ccc(C2=NN(CN3C(=O)C(=O)c4ccccc43)C(c3ccc(OC)cc3)C2)cc1 (configuration not stated)	14	0	101	7	0	-1	-0.2	-4	-0.3
CC1CCN(S(=O)C23CC4CC(CC(C4)C2)C3)CC1 (configuration not stated)	11	6	97	0	-4	-2	-0.7	-7	-2.0
Cc1ccc2ncnc(Oc3ncccc3[N+](=O)[O-])c2c1	7	-12	97	-4	-9	-3	0.4	1	-0.3
O=C1N=c2ccccc2=C1c1c(O)[nH]c2c(C(F)(F)F)cccc12	4	-2	109	11	10	-2	1.3	-3	0.7
Cc1ccc(-n2cc(CN3CCNC(=O)CC3)c(-c3cccc(C)c3)n2)cc1	13	3	90	1	-5	-5	0.0	-6	2.0
CCNC(=S)NNC(=O)c1csc(C)c1	16	1	98	28*	0	-3	-0.1	-4	-0.4
Cn1c(=O)oc2cc(S(=O)(=O)NCc3ccncc3)ccc21	-5	2	104	-17	3	-3	2.9	-10	3.0
CC(Oc1ccc(Cl)cc1Cl)c1ccnc2nc(N3CCOCC3)nn12 (configuration not stated)	-26	-6	103	0	3	·	1.1	-11	-1.4
CCOC(=O)c1cccc(S(=O)(=O)N(CCO)Cc2cc3cc(OC)ccc3[nH]c2=O)c1	24	-8	107	-1	6	·	-0.3	2	-0.4

Part of the list above in order of length of the SMILES, ascending:
SMILES	NALP1 inh	GPR7 antag	MEKK2 WT-MEK5	M18AAP inhibitor	MEKK2 mut-MEK5	GalR3 antag	V1R ag counter	OXTR potentiator	OXTR agonist
CCNC(=S)NNC(=O)c1csc(C)c1	16	1	98	28*	0	-3	-0.1	-4	-0.4
O=C1N=c2ccccc2=C1c1c(O)[nH]c2c(C(F)(F)F)cccc12	4	-2	109	11	10	-2	1.3	-3	0.7
CCOC(=O)c1cccc(S(=O)(=O)N(CCO)Cc2cc3cc(OC)ccc3[nH]c2=O)c1	24	-8	107	-1	6	·	-0.3	2	-0.4
COc1ccc(C2=NN(CN3C(=O)C(=O)c4ccccc43)C(c3ccc(OC)cc3)C2)cc1 (configuration not stated)	14	0	101	7	0	-1	-0.2	-4	-0.3

Later entries
SMILES	NALP1 inh	GPR7 antag	MEKK2 WT-MEK5	M18AAP inhibitor	MEKK2 mut-MEK5	GalR3 antag	V1R ag counter	OXTR potentiator	OXTR agonist
CCCCN(C(=O)/C=C/c1ccc(OCC(C)C)c(OCC)c1)c1c(N)n(CCC)c(=O)[nH]c1=O	16	11	68	1	-17	-5	0.1	-5	0.7
COc1ccccc1CNC(=O)c1cc(C(=O)CC(C)C)c[nH]1	8	6	109	-3	8	-6	3.3	-17	-1.6
COCCC(=O)N1CCC(Oc2ccc(C(=O)NCCCC3CCCC3)cc2)CC1	14	3	109	-3	12	-5	4.5	-7	1.0
CCOc1ccc2nc(NC(=O)Nc3ccccc3)sc2c1	-7	4	105	-1	5	-5	1.2	-11	1.8
Cn1nc(-c2ccccc2)c(-c2nc(-c3cccc(C(F)(F)F)c3)no2)c1Cl	8	-6	96	4	1	-7	1.0	-1	0.7
COc1ccc(OCC(=O)Nc2cc3oc4ccccc4c3cc2OC)cc1	12	-11	108	-5	3	·	0.5	0	0.4
Cn1c(=O)c2c(nc(SCCCC#N)n2Cc2ccccc2F)n(C)c1=O	23	-12	99	-11	5	-1	0.6	-11	0.7
Cc1ccc(-c2nnc(Nc3ccc(OCC(N)=O)cc3)c3ccccc23)cc1S(N)(=O)=O	22	-26	100	0	7	-1	-0.4	-2	-1.0
CC1CCN(C(=O)CNC(=O)c2ccc(Br)o2)CC1	·	·	·	·	·	-4	1.7	2	1.4
COc1ccc(OCC(=O)Nc2c3c(nn2-c2ccccc2)CS(=O)(=O)C3)cc1	8	-4	99	3	1	-5	-0.7	0	-0.8
CCN1CCCC1CNC(=O)CCc1nc(-c2ccc(C)cc2)no1 (configuration not stated)	11	0	102	-3	4	3	0.4	2	-0.1
CC(C)(C)OC(=O)C[C@@H]1C/C=C\C[C@H](CC(=O)N[C@H](CO)Cc2ccccc2)C(=O)N[C@H](Cc2ccccc2)COC1=O	·	·	·	·	·	-5	0.2	-2	-1.2
O=C(CCN1C(=O)[C@@H]2Cc3ccccc3CN2C1=O)N[C@@H](Cc1ccccc1)C(=O)O	12	-6	113	-1	8	-5	0.2	-3	1.3
CCOC(=O)c1cccc(NC(=O)c2ccc(N(C)C)cc2)c1	12	0	97	4	-3	-5	-1.8	-8	-2.5
COc1cc(C(O)c2nc3ccccc3n2C)cc(OC)c1OC (configuration not stated)	16	-3	99	3	0	-3	-0.2	-7	1.1
COc1ccc(C(=O)NC2(C(F)(F)F)NC(=O)N(CCCc3ccccc3)C2=O)c(OC)c1OC (configuration not stated)	11	-8	122	-4	34	-1	4.6	-16	1.5

Rows are unselected; 4.1% or so of the library scored in one or more.
